APP 5'UTR act: APP 5'UTR luciferase reporter activation; SH-SY5Y APP 5'UTR luciferase reporter, luminescence; zero percent = DMSO vehicle wells; activation, % at 2 µM; 1% of 190,000 active;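 active = activation above a set limit, based on mean plus 3 SD of controls, cut at about 140% in these data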; note: values of inactives mirror those of a sister screen read the other way
STAT1 activator: activators of IFN-gamma induced STAT1 signaling; 2.6% of 200,000 active; NIH 3T3 STAT1-luciferase reporter, luminescence; 100% = IFN-gamma alone, no compound; AID 932; activation (% of control), % at 5.5 µM;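 active = activation above the screen-wide mean activation plus 3 SD, cut at about 130% in these data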;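 note: raw ratio to IFN-gamma control signal so 100% means no change and 0% no light; values of inactives mirror those of a sister screen read the other way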
NF-kB neuron act: raises NF-kB expression in human neuronal cells | NF-kB reporter expression; active compounds read high | fold change at 12.5 µM | 1.6% of 190,000 active; in the data active = fold change above about 3.3
STAT3 inh: STAT3 signaling inhibition | U3A cells, IL-6 STAT3-luciferase reporter, luminescence; host cell line lacks STAT1 | inhibition, % at 5.5 µM | 0.89% of 190,000 active;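 active = inhibition above the mean inhibition across all screened compounds plus 3 SD, cut at about 44% in these data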;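 note: 0% = DMSO only wells and 100% = 100 µM nifuroxazide control wells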
STAT3 activator: increases IL-6 driven STAT3 reporter signal; U3A cells, IL-6 STAT3-luciferase reporter, luminescence; 100% = signal with IL-6 EC80 alone; activation (% of control), % at 5.6 µM; 0.91% of 190,000 active; AID 871;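 active = activation above the screen-wide mean of compound activation plus 3 SD, cut at about 130% in these data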;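 note: 0% = background luminescence of wells with medium and substrate only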
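Material: STAT3-luciferase reporter U3A cells. Controls: IL-6-treated wells, 100% activation. Read-out: % activation versus median of IL-6-stimulated wells. Probe or stimulus: IL-6 stimulus at 33 ng/mL final. Timing: compound 1 h, then IL-6 6 h at 37 °C. Signal: reporter luminescence signal.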
Hsp70 activator: Hsp70 transcriptional activation, primary screen; HeLa Hsp70 promoter luciferase reporter, luminescence; scaled: vehicle 0, proteasome-inhibitor control 100%; activation, % at 10 µM; 0.04% of 200,000 active;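 active = activation above the mean across all tested compounds plus 3 SD, cutoff set per campaign, cut at about 5.5% in these data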;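 note: 100% = MG132 at 30 µM as the positive control and 0% = DMSO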
FLuc inhib CS: counter-screen for luciferase assay inhibitors: firefly luciferase inhibition | ATPLite firefly luciferase biochemical luminescence, 10 min | inhibition, % at 10 µM | 1.5% of 200,000 active | AID 1006;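 active = inhibition above about 50% when tested at 10 µM, limit read from the data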
Target sequence (P08659 whole entry, looked up): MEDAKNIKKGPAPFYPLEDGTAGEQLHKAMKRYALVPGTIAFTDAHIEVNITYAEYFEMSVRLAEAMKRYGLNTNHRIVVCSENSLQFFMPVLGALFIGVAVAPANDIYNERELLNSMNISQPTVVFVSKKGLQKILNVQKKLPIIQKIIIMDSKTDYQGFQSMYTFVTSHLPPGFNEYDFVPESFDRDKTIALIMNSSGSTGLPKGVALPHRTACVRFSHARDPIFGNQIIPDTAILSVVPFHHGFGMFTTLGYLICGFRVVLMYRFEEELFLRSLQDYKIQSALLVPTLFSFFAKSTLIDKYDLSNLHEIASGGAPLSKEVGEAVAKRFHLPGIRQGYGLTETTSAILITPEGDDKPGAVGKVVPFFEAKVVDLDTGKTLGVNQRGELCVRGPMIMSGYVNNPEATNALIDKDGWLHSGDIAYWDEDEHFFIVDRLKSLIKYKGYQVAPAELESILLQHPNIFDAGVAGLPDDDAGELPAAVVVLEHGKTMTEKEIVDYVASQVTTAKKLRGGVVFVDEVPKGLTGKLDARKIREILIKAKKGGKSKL
APP transl inh: APP translation inhibition; SH-SY5Y APP 5'UTR-luciferase reporter, luminescence; inhibition, % at 2 µM; 0.82% of 190,000 active;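 active = inhibition above a set limit, derived from the sample mean plus 3 SD, cut at about 45% in these data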; note: values of inactives mirror those of a sister screen read the other way
RAM inhibit: inhibitors of the yeast RAM network; inhibition, % at 50 µM; AID 868; S. cerevisiae dse1pr::URA3 reporter, 5-FOA growth OD615, 2 d; analog-sensitive cbk1-as2 kinase mutant strain; 1.8% of 190,000 active;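 active = inhibition above a set limit, 3 SD over mean compound inhibition, cut at about 8.4% in these data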;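 note: 0% = DMSO-only wells with no growth and 100% = 10 µM 1-NA-PP1 full growth; inhibition rescues growth on 5-FOA so higher OD means more RAM inhibition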
STAT1 blocker: reduces IFN-gamma driven STAT1 reporter signal | NIH 3T3 STAT1-luciferase reporter, luminescence | inhibition, % at 5.5 µM | 0.35% of 200,000 active;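 active = inhibition above a set limit, the mean inhibition across all tested compounds plus 3 SD, cut at about 34% in these data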;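 note: 0% = IFN-gamma with DMSO and 100% = IFN-gamma with 300 µM nifuroxazide; values of inactives mirror those of a sister screen read the other way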
* hit, by the source's call; . = not tested or not shown.

Values in the order – APP 5'UTR act, STAT1 activator, NF-kB neuron act, STAT3 inh, STAT3 activator, Hsp70 activator, FLuc inhib CS, APP transl inh, RAM inhibit, STAT1 blocker
1. COc1cc([N+](=O)[O-])ccc1NC(=O)Nc1nc2c(s1)CCCC2
 : 1, 98, 1.1, 18, 84, -0.1, -6, -1, 2.6, 2
2. CC(=O)c1cccc(NS(=O)(=O)c2ccc(N/C=C\C(=O)c3ccc(F)cc3)cc2)c1
 : 15, 94, 0.53, 16, 89, 0.0, -3, -15, 3.0, 6
3. COC(=O)Nc1nc2ccc(Br)cc2s1
 : 48, 113, 1.4, 15, 91, -0.1, 0, -48, 1.4, -14
4. O=C(N/N=C/c1ccccc1)c1ccc(N2CCOCC2)c([N+](=O)[O-])c1
 : -19, 94, 0.89, 3, 96, -0.2, 6, 19, 2.6, 7
5. CCCCN1C(=O)C(NC(=O)c2cccnc2)(C(F)(F)F)C2=C1CC(C)(C)CC2=O (configuration not stated)
 : 2, 95, 1, 5, 98, -0.1, -3, -2, 1.2, 5
6. COc1ccccc1NC(=O)c1ccc(-n2cccn2)nc1
 : 12, 95, 1.3, 15, 90, 0.0, -1, -12, 2.7, 5
7. C/C(=N\NC(=O)c1c(Cl)c(C)nn1C)c1cccc(NC(=O)COc2ccccc2)c1
 : 1, 100, 1.2, 18, 90, -0.3, -6, -1, 0.2, 0
8. COc1ccc(/C=C/C=C2\NC(=S)NC2=O)cc1
 : 45, 110, 1.7, 17, 89, 0.1, 8, -45, 10*, -11
9. C/C(=C\C(=O)c1ccccc1)Nc1ccc(Cl)c(Br)c1
 : 7, 106, ., 6, 103, -0.3, ., -7, ., -6
10. Cc1cccc(Nc2nn3c(=O)c4ccccc4nc3s2)c1
 : 69, 132*, 1.9, 0, 102, 0.1, 15, -69, 1.6, -35
11. COc1ccc(OCC(=O)NNC(=O)C2CCCO2)cc1 (configuration not stated)
 : -10, 106, 1.3, -2, 100, -0.3, -2, 10, 0.4, -7
12. N#Cc1c(N)nc2c3c(sc(=N)c2c1N)NC(=O)CC3c1ccccc1 (configuration not stated)
 : 0, 96, 0.85, -14, 123, -0.3, -4, 0, 3.4, 6
13. CC(C)(/C=N/O)/[N+]([O-])=C/C=[N+](\[O-])C(C)(C)/C=N/O
 : 5, 101, 1.1, 7, 95, -0.1, -4, -5, 0.7, -1
14. O=C(NC1CC1)C1=NOC(CNc2ncc(C(F)(F)F)cc2Cl)C1 (configuration not stated)
 : 15, 90, 1, 12, 94, -0.4, -5, -15, -2.2, 10
15. Cc1cc(-c2ccccc2)n(-c2ccc(C(=O)N3CCN(c4ncccn4)CC3)cc2)n1
 : 0, 102, 0.7, 3, 97, -0.3, -6, 0, 0.1, -3
16. Cc1nnc(SC2CC(=O)N(c3ccccc3)C2=O)s1 (configuration not stated)
 : -23, 102, 1.2, 0, 102, 0.0, -5, 23, -0.9, -2
17. O=C(NCCCN1CCCCCC1)C1CC(=O)N(CCc2ccccc2)C1 (configuration not stated)
 : -4, 104, 1, -4, 106, -0.1, -1, 4, 0.4, -5
18. Cc1cccc(-c2nnc(SCC(=O)Nc3ncccn3)n2C)c1
 : -2, 98, 0.97, 7, 98, 0.0, -5, 2, 2.6, 3
19. CCCNCc1nnc(-c2ccccc2Cl)o1
 : -10, 107, 1.1, 10, 95, -0.3, -4, 10, 0.8, -8
20. CCC(=O)Nc1ccc2nc(C)n(CC(=O)Nc3ccccc3)c(=O)c2c1
 : 11, 111, 1.2, 7, 98, -0.5, 3, -11, -0.6, -12

Excerpt: entries 16 to 20
Values in the order – APP 5'UTR act, STAT1 activator, NF-kB neuron act, STAT3 inh, STAT3 activator, Hsp70 activator, FLuc inhib CS, APP transl inh, RAM inhibit, STAT1 blocker
16. Cc1nnc(SC2CC(=O)N(c3ccccc3)C2=O)s1 (configuration not stated)
 : -23, 102, 1.2, 0, 102, 0.0, -5, 23, -0.9, -2
17. O=C(NCCCN1CCCCCC1)C1CC(=O)N(CCc2ccccc2)C1 (configuration not stated)
 : -4, 104, 1, -4, 106, -0.1, -1, 4, 0.4, -5
18. Cc1cccc(-c2nnc(SCC(=O)Nc3ncccn3)n2C)c1
 : -2, 98, 0.97, 7, 98, 0.0, -5, 2, 2.6, 3
19. CCCNCc1nnc(-c2ccccc2Cl)o1
 : -10, 107, 1.1, 10, 95, -0.3, -4, 10, 0.8, -8
20. CCC(=O)Nc1ccc2nc(C)n(CC(=O)Nc3ccccc3)c(=O)c2c1
 : 11, 111, 1.2, 7, 98, -0.5, 3, -11, -0.6, -12

New compounds follow.
Values in the order – APP 5'UTR act, STAT1 activator, NF-kB neuron act, STAT3 inh, STAT3 activator, Hsp70 activator, FLuc inhib CS, APP transl inh, RAM inhibit, STAT1 blocker
21. C=CCSc1nnc(C)n1-c1ccc(Cl)cc1
 : -9, 106, 1.3, 3, 100, -0.3, -4, 8, -0.5, -6
22. COc1ccc(NC(=O)Nc2ccc(Br)cn2)cc1OC
 : 8, 116, 1.7, 14, 90, 0.0, 0, -8, 0.7, -17
23. CC(C)[C@H](NC(=O)c1ccccc1)C(=O)OCC(=O)N1CCN(C(=O)c2ccco2)CC1
 : 9, 102, 0.99, 1, 106, -0.2, -2, -9, 1.4, -3
24. COc1ccc(Br)cc1C1CC(=O)N2CN(C)CSC2=C1C#N (configuration not stated)
 : -7, 97, 1, 15, 92, -0.3, 2, 7, 4.2, 3
25. CCc1nc(Sc2nc(C)cc(C)n2)c2oc3ccccc3c2n1
 : ., 92, 4.3*, -11, 115, -0.6, -6, ., -0.1, 9
26. CC1(C)Cc2nc3sc(C(=O)NCCO)c(N)c3cc2CO1
 : 22, 109, 1.7, -2, 104, -0.3, 15, -22, -0.5, -12
27. Cc1ccsc1/C=N\Nc1cn[nH]c(=O)c1Cl
 : -7, 110, 1.5, 26, 80, 0.1, -1, 7, 4.6, -12
28. CCOC(=O)c1ccc(NC(=O)Nc2cc(C)on2)cc1
 : 9, 111, 1.6, 18, 87, 0.0, 4, -9, 0.5, -12
29. O=C(Nc1ccccc1C(=O)N1CCOCC1)C1COc2ccccc2O1 (configuration not stated)
 : -5, 99, 1.1, 2, 101, -0.3, -1, 5, -1.0, 1
30. CCOC(=O)C1CSC(CC(=O)Nc2ccc(OCC)cc2)C(=O)N1 (configuration not stated)
 : 3, 108, 1.6, 3, 99, 0.0, -2, -3, 2.6, -8
31. Cc1ccc(-n2c(SCC(=O)N3c4ccccc4Sc4ccccc43)nnc2-c2ccncc2)cc1
 : 12, 109, 0.94, 0, 96, -0.3, -5, -12, -0.1, -10
32. O=C(CCC1CCCN(Cc2ccc(O)c(Cl)c2)C1)NCc1ccccc1F (configuration not stated)
 : -3, 103, 1.1, 9, 97, -0.2, -4, 3, 1.2, -3
33. CC[n+]1ccc(C(=O)NCc2ccccc2)cc1
 : 19, 91, 0.88, 4, 98, -0.2, 0, -19, 0.5, 8
34. CCCS(=O)(=O)N1CCN(C2CCC(C)CC2)CC1 (configuration not stated)
 : -19, 103, 1.1, 9, 96, -0.2, -8, 19, 0.6, -5
35. O=C1NC(=Nc2ccccc2)S/C1=C/c1cccnc1
 : 13, 106, ., 2, 103, -0.1, 2, -13, 0.5, -9
36. CN(CC(=O)Nc1ccc(N2CCOCC2)cc1)Cc1c(O)ccc2ccccc12
 : -2, 91, 1, 8, 103, -0.2, -9, 2, -1.0, 8
37. Cc1ccc(S(=O)(=O)Cn2nnnc2CN2CCN(Cc3ccc4c(c3)OCO4)CC2)cc1
 : -1, 84, 0.96, 14, 94, -0.4, -7, 1, 1.7, 17
38. O=C(c1cccc(Br)c1)N1CCN(C(=O)N2CCOCC2)CC1
 : -63, 102, 0.98, 5, 99, -0.2, 1, 63*, 1.5, -2
39. CCOC(=O)c1c(C)sc2c1N(C(=O)CN1CCOCC1)c1cc(Cl)ccc1S2
 : -7, 97, 0.73, 2, 101, -0.2, -6, 7, -0.8, 3
40. O=S(=O)(Nc1ccc(Cc2ccncc2)cc1)c1ccc(Cl)s1
 : -5, 104, 0.86, -2, 104, -0.1, -4, 5, 2.5, -5

Further compounds follow.
Values in the order – APP 5'UTR act, STAT1 activator, NF-kB neuron act, STAT3 inh, STAT3 activator, Hsp70 activator, FLuc inhib CS, APP transl inh, RAM inhibit, STAT1 blocker
41. CC(Oc1ccccc1F)C(=O)Nc1ccc2ccccc2c1 (configuration not stated)
 : 12, 108, 1.4, -23, 122, -0.2, 0, -12, 4.3, -9
42. Cc1ccc(OCC(O)Cn2c(=N)n(CCN3CCOCC3)c3ccccc32)cc1 (configuration not stated)
 : 7, 96, 0.93, 10, 99, -0.1, -7, -7, 1.8, 4
43. CCOC(=O)CNC(=O)CSc1nc(N)cc(N)n1
 : -8, 98, 1.1, 7, 97, 0.1, -1, 8, -0.1, 2
44. FC(F)(F)c1cccc(Nc2nc(N3CCCC3)nc(N3CCCC3)n2)c1
 : -15, 108, 1.1, 12, 93, -0.3, -6, 15, 2.6, -11
45. O=C(O)COc1ccccc1C1C2C(=O)N(c3ccc(F)cc3)C(=O)C2ON1c1ccccc1 (configuration not stated)
 : 4, 103, 1.2, 1, 104, 0.1, 0, -4, 3.4, -4
46. N=c1sccn1CC(=O)Nc1ccccc1-c1ccccc1
 : 15, 99, 1.1, 4, 102, -0.3, -2, -15, 1.5, 2
47. CCOCCCNC(=O)c1cn(C)c(=O)c2cc(OC)c(OC)cc12
 : 8, 104, 1, -1, 104, -0.3, -7, -8, 3.1, -4
48. Cc1ccc(S(=O)(=O)N2CCOCC2)cc1NC(=O)COC(=O)CNC(=O)c1ccccc1
 : -10, 99, 1, -8, 105, -0.1, -1, 10, 0.3, 1
49. COc1cc(NC(=O)CS(=O)(=O)c2ccccc2)cc(OC)c1OC
 : 6, 99, 1.1, 2, 102, -0.2, -5, -6, 0.7, 2
50. COc1cc(SC)ccc1C(=O)Nc1nccs1
 : 190*, 70, 1, 58*, 52, -0.3, 92*, -190, 0.8, 31
51. C=CCn1c(SCC(=O)NCc2ccc3c(c2)OCO3)nc2scc(-c3ccccc3)c2c1=O
 : -3, 100, 0.88, 3, 101, -0.3, -4, 3, 1.3, 0
52. Cc1c(Cl)cccc1NC(=S)NCCc1ccc(C(F)(F)F)cc1
 : 6, 98, 1.3, 7, 102, -0.2, -2, -6, 0.5, 0
53. O=C(Cn1cnc2c(oc3ccccc32)c1=O)c1ccccc1
 : 102, 148*, 2.7, -1, 105, 0.7, 10, -102, 1.0, -53
54. CCOc1ccc(Br)cc1S(=O)(=O)N1CC(C)OC(C)C1 (configuration not stated)
 : ., 97, 1, 8, 96, -0.1, -4, -16, 1.7, 6
55. CC(=O)Nc1cccc(Oc2ccc3c(c2)C(=O)N(CCC(=O)O)C3=O)c1
 : 2, 99, 1.4, -1, 103, 0.2, 14, -2, 0.1, -1
56. CCN(C(=O)c1cnc(N2CCN(c3ncccn3)CC2)c2ccccc12)c1cccc(Cl)c1
 : 2, 105, 0.62, 8, 96, -0.4, -6, -2, -0.3, -5

Source: PubChem BioAssay (several laboratories)
